L3MBTL1 inh = qHTS Assay for the Inhibitors of L3MBTL1; Lethal(3)malignant brain tumor-like protein 1 (Homo sapiens), Q9Y468; AlphaScreen L3MBTL1–H3K9me1 peptide binding; Potency, µM (top dose mostly 57.1 µM), inactives show top-dose activity, negative = inhibition, usual class: inhibitors; actives 0.66% (n = 230,000); AID 485360, 2010; also: % is scaled to controls: 0 for no effect and ±100 for the full control effect; nearly all actives have a fitted effect of over 60% in size
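AlphaScreen assay: L3MBTL1 (50 nM final) was preincubated 30 min at room temperature with biotinylated H3(1-15)K9me1 peptide (75 nM final), then 30 min with library compounds; streptavidin donor and nickel chelate acceptor beads (10 ug/mL final) added, 30 min dark.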
TRb-SRC2 inh = qHTS for Inhibitors of the Interaction of Thyroid Hormone Receptor and Steroid Receptor Coregulator 2; Potency, µM (doses to about 106 µM), for inactives: top-dose activity change, negative = inhibition, most hits filed as inhibitors; actives 0.065% (n = 280,000); Thyroid hormone receptor beta (Homo sapiens), P10828; AID 1469, 2008; TRbeta-SRC2 peptide binding, fluorescence polarization; receptor liganded with 1 µM T3;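 also: plate controls were bound peptide for no effect and peptide without receptor for full effect; nearly all actives have a fitted effect of over 50% in size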
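Fluorescence polarization of 20 nM Texas Red SRC2 peptide with 0.6 uM human TRb ligand-binding domain, in Tris buffer with 1uM T3 and 5% DMSO. Incubated 5 hr ambient; normalized to unbound and bound controls.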
Tau fluor counter = Counterscreen qHTS for Inhibitors of Tau Fibril Formation, Fluorescence Polarization. tau K18 P301L Alexa594 fluorescence, heparin fibrillization. Potency, µM (top dose mostly 57.7 µM), inactives show at the highest dose activity change, negative = decrease. actives 0.93% (n = 280,000). AID 1463, 2008; also: % is scaled to controls: 0 for no effect and ±100 for the full control effect; nearly all actives have a fitted effect of over 55% in size
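Human K18 P301L tau (15 uM unlabeled plus 0.24 uM Alexa 594-labeled, final) in 100 mM sodium acetate pH 7 was mixed with compound and 20 uM heparin and incubated 6 hr at 37 C.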
TexasRed fluor = Total Fluorescence Counterscreen for Inhibitors of the Interaction of Thyroid Hormone Receptor and Steroid Receptor Coregulator 2. AID 1479, 2009. actives 0.29% (n = 280,000). Potency, µM (doses to about 106 µM), for inactives: top-dose fluorescence change, negative = quenching. TRb/SRC2 Texas Red total fluorescence interference; active = well fitted curve in either direction with a large enough effect; inconclusive = small, poorly fitted or top-dose-only effect; also: % is scaled to controls: 0 for no effect and ±100 for the full control effect
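Human TRb ligand-binding domain at 0.6 uM with 20 nM Texas Red SRC2 peptide in Tris buffer containing 1 uM T3 and 5% DMSO, incubated with compound 5 h at ambient temperature. Total fluorescence (555/632 nm) calculated as parallel + 2 × perpendicular.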
Tau FP inhib = qHTS for Inhibitors of Tau Fibril Formation, Fluorescence Polarization. Microtubule-associated protein tau (Homo sapiens), P10636. actives 0.39% (n = 280,000). AID 1468, 2008. K18 P301L tau heparin fibrillization, Alexa594 FP, 6 h. Potency, µM (doses to about 57.7 µM), for inactives: at the highest dose activity, negative = inhibition, actives largely listed as inhibitors; also: % is scaled to controls: 0 for no effect and ±100 for the full control effect; nearly all actives have a fitted effect of over 55% in size
Target sequence (P10636 561-689 P618L limits assumed): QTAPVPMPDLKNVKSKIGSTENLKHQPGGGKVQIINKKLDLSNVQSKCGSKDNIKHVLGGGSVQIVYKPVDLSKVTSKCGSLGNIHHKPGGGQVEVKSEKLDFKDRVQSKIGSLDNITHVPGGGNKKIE
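FP of Alexa 594-tau after heparin (20 uM) induction. Substrate: human K18 P301L, 15 uM unlabeled, 0.24 uM labeled. Buffer 100 mM sodium acetate pH 7. 6 hr, 37 C.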
HTT cytoprotect = qHTS Multiplex Assay to Identify Dual Action Probes in a Cell Model of Huntington: Cytoprotection (ATP); PC12 HTT-Q103 induced, cytoprotection, ATP luminescence, 40 h; Potency, µM (doses to about 56.4 µM), inactives show cytoprotection (ATP increase), most hits filed as activators; actives 0.14% (n = 230,000);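 also: % of control where 0% means no effect; nearly all actives have a fitted effect of over 45% in size; toxic huntingtin expression switched on by the ecdysone agonist tebufenozide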
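Readout: ATPlite luminescence (ATP level). Model: stable PC12, inducible Htt exon1 Q103-GFP. Inducer: tebufenozide, 100 nM final. Compounds: dose series. No G418 in medium.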
Tau fibril ThT = qHTS for Inhibitors of Tau Fibril Formation, Thioflavin T Binding | actives 2.1% (n = 270,000) | Potency, µM (series often up to 57.4 µM), inactives show at the highest dose activity, negative = inhibition, most hits filed as inhibitors | recombinant tau K18 P301L (four-repeat tau fragment), heparin-induced fibrillization, ThT fluorescence; also: % is scaled to controls: 0 for no effect and ±100 for the full control effect; nearly all actives have a fitted effect of over 55% in size
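In this qHTS, human K18 P301L tau is incubated with compound and heparin for 6 hr at 37 C, and Thioflavin T fluorescence then reports fibril load.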
RECQ1 helicase = qHTS Assay for Inhibitors of RecQ-Like Dna Helicase 1 (RECQ1) | actives 0.54% (n = 240,000) | AID 2549, 2010 | RECQ1 DNA unwinding, red fluorescence kinetic read | Potency, µM (doses to about 57.3 µM), for inactives: at the highest dose activity, negative = inhibition, hits mostly inhibitors | ATP-dependent DNA helicase Q1 (Homo sapiens), P46063;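 also: plate controls were vehicle for no effect and no enzyme for full effect; nearly all actives have a fitted effect of over 30% in size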
Target sequence (P46063 whole entry, looked up): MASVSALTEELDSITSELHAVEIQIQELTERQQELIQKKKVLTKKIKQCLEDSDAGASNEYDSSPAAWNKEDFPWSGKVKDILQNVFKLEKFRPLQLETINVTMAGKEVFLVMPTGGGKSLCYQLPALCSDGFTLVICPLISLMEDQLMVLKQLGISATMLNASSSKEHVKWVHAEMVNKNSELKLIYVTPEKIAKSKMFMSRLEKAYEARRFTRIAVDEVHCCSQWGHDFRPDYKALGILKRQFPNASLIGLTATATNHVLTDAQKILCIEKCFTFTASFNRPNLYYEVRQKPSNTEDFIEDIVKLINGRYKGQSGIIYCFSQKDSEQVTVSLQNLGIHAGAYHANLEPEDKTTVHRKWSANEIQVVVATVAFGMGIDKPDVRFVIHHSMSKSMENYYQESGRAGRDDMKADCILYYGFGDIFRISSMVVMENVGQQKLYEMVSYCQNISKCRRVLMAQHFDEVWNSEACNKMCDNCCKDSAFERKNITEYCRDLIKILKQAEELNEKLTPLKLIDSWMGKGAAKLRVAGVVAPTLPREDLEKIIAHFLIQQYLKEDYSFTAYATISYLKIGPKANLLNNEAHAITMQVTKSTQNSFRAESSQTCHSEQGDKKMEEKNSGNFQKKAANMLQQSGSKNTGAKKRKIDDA
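50 nM RECQ1T1 preincubated 15 min with compound in Tris pH 8.0 buffer with MgCl2, DTT, Tween-20 and 2.5 ug/ml poly(dI-dC); started with 200 nM TAMRA/BHQ-2 forked duplex and 2 mM ATP. Unwinding read as fluorescence (525/598 nm), two reads 2 h apart.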
An asterisk follows results filed as active; [ ] = another dose, or the depositor's remark. Unless noted, calls follow the shape of the dose curve; as a rule, active = well fitted curve in the direction sought with a large enough effect; inconclusive = small, poorly fitted or top-dose-only effect, or another doubt; inactive = no such curve, though single readings can be large; an effect the other way counts as inactive or inconclusive. Potency is read from the fitted curve at half-maximal effect. An excerpt; count on the stated rates, not on these rows.

Screening COC(=O)N1CC=CC1(C)C(=O)NCC1CC1 (configuration not stated) returned TRb-SRC2 inh 6%, Tau fluor counter -13%, TexasRed fluor -1%, Tau FP inhib -2%, HTT cytoprotect 13µM*, Tau fibril ThT -18% and RECQ1 helicase inactive.
Screening COc1ccc(CN(C#N)c2nc(SC)nc(N(C)C)n2)cc1 returned L3MBTL1 inh 6%, TRb-SRC2 inh -13%, Tau fluor counter -25%, TexasRed fluor -1%, Tau FP inhib -9%, HTT cytoprotect -19%, Tau fibril ThT inconclusive and RECQ1 helicase -7%.
`O=C(c1cccc(F)c1)N1CCc2ccccc21` gave TRb-SRC2 inh -1%, Tau fluor counter -8%, TexasRed fluor -2%, Tau FP inhib 7%, HTT cytoprotect -1%[10 µM], Tau fibril ThT -14% and RECQ1 helicase -8%.
Screening CC1=C(C)CS(=O)N(c2ccc(S(N)(=O)=O)cc2)C1 (configuration not stated) returned L3MBTL1 inh -2%, TRb-SRC2 inh -2%, Tau fluor counter -1%, TexasRed fluor -4%, Tau FP inhib inconclusive, HTT cytoprotect inconclusive, Tau fibril ThT inconclusive and RECQ1 helicase inactive.
For O=C(Nc1cc2c(cc1Cl)OCCCO2)c1ccc(F)cc1 the results were L3MBTL1 inh 2%, TRb-SRC2 inh -1%, Tau fluor counter 2%, TexasRed fluor -6%, Tau FP inhib 11%, Tau fibril ThT 5% and RECQ1 helicase 4%.
For COc1ccc(-c2cc(C(=O)Nc3c(C(=O)c4ccc(C)c(F)c4)oc4ccccc34)no2)cc1 the results were TRb-SRC2 inh -4%, Tau fluor counter -4%, TexasRed fluor 2%, Tau FP inhib -7% and Tau fibril ThT 4%.
O=C(c1c(F)cccc1F)N1CCC(n2nnc3cc(C(F)(F)F)ccc32)CC1 was read as L3MBTL1 inh 5%, TRb-SRC2 inh 7%, Tau fluor counter -19%, TexasRed fluor 0%, Tau FP inhib -6%, HTT cytoprotect -21%[10 µM], Tau fibril ThT -10% and RECQ1 helicase -9%.
Screening CCc1ccc(C(=O)Nc2ccc(S(=O)(=O)Nc3nc(C)cc(C)n3)cc2)o1 returned L3MBTL1 inh -3%, TRb-SRC2 inh -1%, Tau fluor counter -1%, TexasRed fluor 2%, Tau FP inhib -3%, HTT cytoprotect 32%, Tau fibril ThT -8% and RECQ1 helicase 0%.
Screening O=S(=O)(c1ccc2c(c1)OCCO2)N1CCN(Cc2ccccc2)CC1 returned TRb-SRC2 inh -11%, Tau fluor counter -19%, TexasRed fluor -1%, Tau FP inhib -3%, HTT cytoprotect 14%, Tau fibril ThT -16% and RECQ1 helicase -1%.
Screening CCOC(=O)c1nnn(-c2nonc2N)c1-c1ccc(OCC)cc1 returned L3MBTL1 inh 5%, TRb-SRC2 inh 3%, Tau fluor counter -7%, TexasRed fluor -2%, Tau FP inhib -2%, HTT cytoprotect 21%[10 µM], Tau fibril ThT 0% and RECQ1 helicase -12%.
Screening Cc1ccc2nc(-c3cccnc3)cc(C(=O)Nc3ccc(F)cc3C)c2c1 returned L3MBTL1 inh 6%, TRb-SRC2 inh -1%, Tau fluor counter 0%, TexasRed fluor 1%, Tau FP inhib -1%, HTT cytoprotect 6%[10 µM], Tau fibril ThT -10% and RECQ1 helicase inactive.
`CCC(=O)Nc1ccc(N2CCCCC2)cc1` gave TRb-SRC2 inh -3%, Tau fluor counter -6%, TexasRed fluor -2%, Tau FP inhib -3%, HTT cytoprotect -10%, Tau fibril ThT -4% and RECQ1 helicase inactive.
`CCCNc1nc(C)cc(-c2cc(-c3ccc(Cl)cc3)on2)n1` gave TRb-SRC2 inh -7%, Tau fluor counter 1%, TexasRed fluor -2%, Tau FP inhib -2%, HTT cytoprotect 0%[10 µM], Tau fibril ThT 2% and RECQ1 helicase 0%.
CCOC(=O)C1Oc2ccccc2C(c2ccc(C)cc2)=C1C(=O)OC (configuration not stated) was read as L3MBTL1 inh 12%, TRb-SRC2 inh 6%, Tau fluor counter -13%[81.3 µM], TexasRed fluor -2%, Tau FP inhib -2%[81.3 µM], HTT cytoprotect -10%, Tau fibril ThT -12%[81.4 µM] and RECQ1 helicase inactive.
O=C(NCCSc1ccccn1)c1ccc(Cl)cc1Cl was read as TRb-SRC2 inh -2%, Tau fluor counter -6%, TexasRed fluor -1%, Tau FP inhib -7%, HTT cytoprotect -31%[inhibitor], Tau fibril ThT -7% and RECQ1 helicase -2%.
O=C(NNc1ncccc1-n1cccc1)c1ccc(Cl)cc1 was read as L3MBTL1 inh -15%, TRb-SRC2 inh -2%, Tau fluor counter -4%, TexasRed fluor -3%, Tau FP inhib -5%, HTT cytoprotect 7%[10 µM], Tau fibril ThT -5% and RECQ1 helicase -2%.
O=C(CCCN1C(=O)c2ccccc2C1=O)Nc1nnc(C2CC2)s1 was read as L3MBTL1 inh 7%, TRb-SRC2 inh -2%, Tau fluor counter -1%, TexasRed fluor -3%, Tau FP inhib 1%, HTT cytoprotect -22%, Tau fibril ThT -2% and RECQ1 helicase inactive.
COC(=O)CSc1nc(N)c2c3c(sc2n1)C(c1ccccc1)SC(c1ccccc1)C3 (configuration not stated) was read as L3MBTL1 inh 3%, TRb-SRC2 inh 2%[53 µM], Tau fluor counter -29%, TexasRed fluor -1%[53 µM], Tau FP inhib -15%, HTT cytoprotect 12%[10 µM], Tau fibril ThT inconclusive and RECQ1 helicase inactive.
O=C1/C(=C\c2cccnc2)SC(=S)N1c1ccc(F)cc1 was read as L3MBTL1 inh -4%, TRb-SRC2 inh -4%, Tau fluor counter 6%, TexasRed fluor 0%, Tau FP inhib 0%, HTT cytoprotect -11%[10 µM], Tau fibril ThT -9% and RECQ1 helicase -11%.
Screening Cc1cccc(N/N=C/c2ccccc2O)c1 returned L3MBTL1 inh 12%, TRb-SRC2 inh -11%, Tau fluor counter 16µM*[quencher], TexasRed fluor 2%, Tau FP inhib inconclusive, HTT cytoprotect 27%[10 µM], Tau fibril ThT inconclusive and RECQ1 helicase -13%.
CC(C)[C@@H](CC(=O)N[C@@H]1CCNC[C@H]1C(=O)N[C@H](CC(=O)N[C@@H](CCC(=O)O)CC(=O)O)Cc1ccccc1)NC(=O)C[C@H](Cc1ccccc1)NC(=O)[C@@H]1CNCC[C@H]1N was read as TRb-SRC2 inh 9%, Tau fluor counter -7%, TexasRed fluor -2%, Tau FP inhib 9%, HTT cytoprotect -41%[inhibitor], Tau fibril ThT -9% and RECQ1 helicase inactive.
Screening CC(C)c1ccc(NC(=O)COc2ccc(C3SCCS3)cc2)cc1 returned TRb-SRC2 inh -7%, Tau fluor counter -16%, TexasRed fluor 0%, Tau FP inhib -2%, HTT cytoprotect 8%[10 µM] and RECQ1 helicase -18%.
Screening COc1cc2c(cc1OC)C1=C(C#N)CCC(=NC(=O)c3ccco3)N1CC2 returned L3MBTL1 inh 1%, TRb-SRC2 inh -3%, Tau fluor counter -6%, TexasRed fluor 1%, Tau FP inhib -6%, HTT cytoprotect -36%[inhibitor][1.9 µM], Tau fibril ThT -6% and RECQ1 helicase inactive.
Screening COc1ccc(-n2c(O)c(C=NCC(c3ccco3)N3CCCC3)c3ccccc3c2=O)cc1OC (configuration not stated) returned L3MBTL1 inh inconclusive, TRb-SRC2 inh -9%, Tau fluor counter -7%, TexasRed fluor -5%, Tau FP inhib 4%, HTT cytoprotect -34%[inhibitor], Tau fibril ThT -12% and RECQ1 helicase -18%.
`CCOc1ccc(Cn2nnc3c(=O)[nH]c(C4CCN(C(=O)c5ccccc5)CC4)nc32)cc1` gave TRb-SRC2 inh -5%, Tau fluor counter -23%, TexasRed fluor -32%, Tau FP inhib -7% and Tau fibril ThT inconclusive.
`Cc1cc(C)c2c(=O)cc(C(=O)Nc3sc4c(c3C(=O)NCc3ccccc3)CCCC4)oc2c1` gave TRb-SRC2 inh 10%, Tau fluor counter -10%, TexasRed fluor -12%, Tau FP inhib -1% and Tau fibril ThT -7%.
Screening O=C(CSc1nnc(Cc2cc(=O)[nH]c(=O)[nH]2)n1-c1ccc(Cl)cc1)NC1CCCC1 returned L3MBTL1 inh 7%, TRb-SRC2 inh 5%, Tau fluor counter -7%, TexasRed fluor -2%, Tau FP inhib -5%, HTT cytoprotect 4%, Tau fibril ThT -10% and RECQ1 helicase -17%.
For CS(=O)(=O)N(CC(=O)N1CCN(c2cccc(Cl)c2)CC1)c1ccccc1 the results were L3MBTL1 inh 10%[11.4 µM], TRb-SRC2 inh 3%, Tau fluor counter -15%, TexasRed fluor 0%, Tau FP inhib 1%, HTT cytoprotect 8%, Tau fibril ThT -9% and RECQ1 helicase 2%.
`COc1cccc(C2C3=C(N=c4s/c(=C\c5ccc(O)cc5)c(=O)n42)c2ccccc2CC3)c1OC` (configuration not stated) gave L3MBTL1 inh -2%, TRb-SRC2 inh 1%, Tau fluor counter inconclusive, TexasRed fluor -3%, Tau FP inhib -7%, HTT cytoprotect inconclusive, Tau fibril ThT inconclusive and RECQ1 helicase 0%.

As a short view, 2 of the compounds above:
`Cc1cc(C)c2c(=O)cc(C(=O)Nc3sc4c(c3C(=O)NCc3ccccc3)CCCC4)oc2c1` gave TRb-SRC2 inh 10%, Tau fluor counter -10%, TexasRed fluor -12%, Tau FP inhib -1% and Tau fibril ThT -7%.
Screening O=C(CSc1nnc(Cc2cc(=O)[nH]c(=O)[nH]2)n1-c1ccc(Cl)cc1)NC1CCCC1 returned L3MBTL1 inh 7%, TRb-SRC2 inh 5%, Tau fluor counter -7%, TexasRed fluor -2%, Tau FP inhib -5%, HTT cytoprotect 4%, Tau fibril ThT -10% and RECQ1 helicase -17%.

Screening data (PubChem)
